# Compound activity: PubChem BioAssay, National Center for Advancing Translational Sciences (NCATS)
# Lipid storage S3: qHTS Assay for Lipid Storage Modulators in Drosophila S3 Cells; Drosophila S3 cells, BODIPY lipid droplet fluorescence, 18-24 h; cells fed with added oleic acid; Potency in µM for hits, for the others lipid storage change, negative = inhibition, % at the top dose, mostly 46.1 µM; 320,000 tested, 0.64% active; active = well fitted inhibition curve with a large enough effect in the signal ratio, with a control signal flat, not every such curve was filed as active; inconclusive = small, poorly fitted or top-dose-only effect, or effect the other way, or a change in a side signal; the % refers to the signal ratio
#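 Drosophila S3 cells loaded with oleic acid (400 uM, as added) and compounds at several concentrations; lipid droplets imaged by 488-nm laser-scanning cytometry, 500–530 nm intensity and object ratio to cell channel. Percent activity normalized to 20 uM Triacsin C.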
# Lipid storage S3 cell count max: also measured in Lipid storage S3; calls as there; cell number change, %; measured here: cell count max response;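 cells counted by Cell Tracker Red CMTPX staining in the red channel; peak over a dose series mostly up to 46.1 µM; percent activity relative to internal control wells on each plate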
# * hit, by the source's call; i = inactive; ? = inconclusive; . = not tested or not shown. % is scaled to controls: 0 for no effect and ±100 for the full control effect; potency is read from the fitted curve at half-maximal effect. These rows are one share of the data; rates above refer to the full screens.
SMILES,Lipid storage S3,Lipid storage S3 cell count max
NC(=O)CS(=O)(=O)c1ccc(Cl)cc1,-4.9%,0.3
COc1ccc(NC(=O)CN(C)C(=O)c2cn(-c3ccccc3)nc2-c2cccs2)cc1,19.2%,26.8
Cc1ccc(SCc2nc(-c3ccccc3)no2)cc1,?,.
Cc1ccc(-c2nc3ccccc3o2)cc1NC(=S)NC(=O)c1cccs1,?,.
CN1CCN(c2ccc(S(=O)(=O)N3CCCCC3)cc2NC(=O)/C=C/c2ccc(Cl)c([N+](=O)[O-])c2)CC1,?,.
Cc1cnc(C(=O)OCC(=O)c2ccc(F)c(F)c2)cn1,i,6.9
O=C(Nc1cccnc1)c1cc(-c2cc(Cl)ccc2O)n[nH]1,2.6%,12.9
COc1ccc2nc(SCc3ccccc3)nc(C)c2c1,-3.1%,-0.6
CCc1ccccc1N(CC(=O)NC(C)(C)C)C(=O)CCC(=O)Nc1ccccn1,i,28.4
COCCNC(=O)c1ccc2ccccc2n1,12.5%,-15.9
O=C(COc1ccccc1Cl)NNC(=O)c1cc(S(=O)(=O)N2CCOCC2)ccc1N1CCCC1,?,.
Cc1cccc(NC(=O)CS(=O)(=O)Cc2ccccc2)n1,i,.
O=C(CNC(=O)C1COc2ccccc2O1)N/N=C\c1ccccc1Cl (stereo not given),i,14.5
CC(C)(CO)NCc1c(OCc2ccc(Cl)cc2)ccc2ccccc12,-11.4%,-8.0
COC(=O)C/C(N)=C(\C#N)C(=O)OC,-17.8%,.
Cc1ccc(/C=N/NC(=O)c2nnn(-c3nonc3N)c2C)o1,i,-13.6
Cc1cc(C)cc(NC(=O)CC2Oc3ccc(C)cc3NC2=O)c1 (stereo not given),9.8%,12.5
CSc1ccccc1NS(=O)(=O)c1ccc2c(c1)OCCO2,?,.
Cc1ccc(CC2CC(=O)N(c3nc4ccccc4s3)C2=O)cc1 (stereo not given),14.1%,-0.7
Cc1[nH]c(=O)[nH]c(=O)c1S(=O)(=O)N1CCC(C(=O)N2CCN(c3cccc(C(F)(F)F)c3)CC2)CC1,?,.
Cc1ccccc1-n1nc(SCC(=O)O)sc1=S,?,.
Cc1ccc2c(c1)N(CC(=O)N1CCCCC1c1cccnc1)C(=O)CO2 (stereo not given),?,.
Cc1cc(C(=O)COC(=O)CN=C2NS(=O)(=O)c3ccccc32)c(C)n1CCc1ccc(Cl)cc1,?,.
COc1ccc(CNc2ncccc2[N+](=O)[O-])cc1,?,.

# Single records (already shown). Order of screens: Lipid storage S3 | Lipid storage S3 cell count max
# `Cc1cc(C)cc(NC(=O)CC2Oc3ccc(C)cc3NC2=O)c1` (stereo not given) across the screens: 9.8% | 12.5
# `O=C(CNC(=O)C1COc2ccccc2O1)N/N=C\c1ccccc1Cl` (stereo not given) across the screens: i | 14.5
# `Cc1ccc(/C=N/NC(=O)c2nnn(-c3nonc3N)c2C)o1` across the screens: i | -13.6
# `Cc1ccc(CC2CC(=O)N(c3nc4ccccc4s3)C2=O)cc1` (stereo not given) across the screens: 14.1% | -0.7
# `Cc1cc(C(=O)COC(=O)CN=C2NS(=O)(=O)c3ccccc32)c(C)n1CCc1ccc(Cl)cc1` across the screens: ? | .

# Further compounds follow.
SMILES,Lipid storage S3,Lipid storage S3 cell count max
Fc1ccc(-n2nnc(-c3cccnc3)n2)cc1,3.9%,19.7
COc1ccc(S(=O)(=O)NNC(=O)c2ccc([N+](=O)[O-])cc2)cc1,?,.
Nc1cc(N)nc(SCC(=O)NCCC2=CCCCC2)n1,?,.
C/C(=N\Nc1nncc2ccccc12)c1ccc(Cl)c([N+](=O)[O-])c1,?,.
O=S(=O)(c1cccc(NC(=S)N2CCN(c3ccccc3)CC2)c1)C(F)F,?,.
CCCCCCC(=O)N/N=C1\CCCc2ccccc21,?,.
CCN(CC)C(=O)CSc1nc2c(sc(=S)n2-c2ccccc2)c(=O)n1Cc1ccco1,?,.
O=C(Nc1nnc(-c2ccccc2)o1)c1cc(Cl)sc1Cl,?,.
CCOc1ccccc1/C=C(\C#N)C(=O)Nc1cccc(C(=O)O)c1,?,.
CCOc1ccc(C2C(C(=O)c3ccc(C)o3)=C(O)C(=O)N2CCCN(CC)CC)cc1 (stereo not given),1.6%,3.3
CCCc1nnc(NC(=O)COc2ccc3c(c2)OCO3)s1,?,.
COc1ccc(CC(NC(C)=O)C(=O)NC2CCN(S(=O)(=O)c3ccccc3)CC2)cc1OC (stereo not given),-11.4%,4.5
Cc1ccc(C)c(S(=O)(=O)N2CCN(c3ncccn3)CC2)c1,?,.
O=C(N/N=C/C=C/c1ccco1)c1cccs1,11.6%,-16.6
CCCNc1c(N)c(=O)oc2ccccc12,i,.
COc1cccc(CNC(=O)CN2C(=O)CCSc3ccc(S(=O)(=O)N4CCCC4)cc32)c1,?,.
N#C/C(C(=O)NCc1ccccc1)=C1/N=C(NC(=O)c2cccs2)c2ccccc21,8.7%,14.1
CCOC(=O)N1CCN(C(=O)c2ccc(Cn3c(=S)[nH]c4cc(C(=O)OC)ccc4c3=O)cc2)CC1,?,.
COC(=O)C1CC(=O)N(c2ccc(OCc3ccccc3Cl)cc2)C1 (stereo not given),?,.
CCOC(=O)Cc1csc(NC(=O)CCCC(=O)O)n1,12.7%,-2.7
COc1cccc(-c2ccc(SCC(=O)c3ccccc3)nn2)c1,-6.8%,14.3
Cc1ccc(C)c(NC(=O)COC(=O)CCC(=O)c2cccs2)c1,?,.
Cc1cc(O)c2/c(=N\N)c(-c3csc(C)n3)coc2c1,?,.
O=Cc1cn(-c2ccccc2)nc1-c1ccc2c(c1)OCCO2,-9.6%,-10.8

# Rewritten with each value named: part of the list above
COc1cccc(-c2ccc(SCC(=O)c3ccccc3)nn2)c1
  Lipid storage S3 = -6.8%	Lipid storage S3 cell count max = 14.3

Cc1ccc(C)c(NC(=O)COC(=O)CCC(=O)c2cccs2)c1
  Lipid storage S3 = ?	Lipid storage S3 cell count max = .

Cc1cc(O)c2/c(=N\N)c(-c3csc(C)n3)coc2c1
  Lipid storage S3 = ?	Lipid storage S3 cell count max = .

O=Cc1cn(-c2ccccc2)nc1-c1ccc2c(c1)OCCO2
  Lipid storage S3 = -9.6%	Lipid storage S3 cell count max = -10.8

# Additional records follow.
SMILES,Lipid storage S3,Lipid storage S3 cell count max
COc1cc(N2C(=O)c3ccccc3C2=O)c(Cl)cc1C(=O)OCC(=O)N(C)C,?,.
CN=C1SC(CC(=O)Nc2cc(Cl)ccc2Cl)C(=O)N1C (stereo not given),1.6%,-11.7
CCC(C)N(C(=O)COc1ccccc1C(=O)NCc1ccccc1)C1CCS(=O)(=O)C1 (stereo not given),?,.
CCc1ccc2nc(N(CCCN(C)C)C(=O)c3ccc(S(=O)(=O)N4CCc5ccccc5C4)cc3)sc2c1,?,.
Cc1nnn(C23CC4CC(CC(C(=O)NN)(C4)C2)C3)n1,?,.
COc1ccccc1/C=C/c1onc(C)c1S(=O)(=O)N1CCC(C(=O)NC2CCCCCC2)CC1,i,-0.7
COc1ccc(C(=O)N/N=C/c2ccc(OC)c(CN3CCN(c4ccc(F)cc4)CC3)c2)cc1,?,.
Oc1cc(O)c2c(c1)OC(c1ccc(O)c(O)c1)C(O)C2 (stereo not given),?,.
COc1ccc2oc(C)c(C(=O)c3ccc(C)cc3)c2c1,?,.
CN(C)Cc1c(-c2ccc(Cl)cc2)nc2ccc(Cl)cn12,4.9%,-20.4
CCC1(c2ccccc2)NC(=O)N(CC(=O)N(CC(=O)Nc2ccccc2C(F)(F)F)Cc2ccco2)C1=O (stereo not given),?,.
CC(=O)N1CCc2cc(Br)cc(S(=O)(=O)NCCCN(C)Cc3ccccc3)c21,?,.
COc1ccc(CNC(=O)CN(Cc2ccccc2F)C(=O)c2csnn2)cc1,i,20.0
COCC(=O)NC1CCCCCC1,-5.0%,9.0
COc1cc(S(=O)(=O)NC2CC(C)(C)NC(C)(C)C2)c(OC)cc1Cl,i,20.0
Cc1csc(SCC(=O)Nc2sccc2C(N)=O)n1,?,.
CCN(CC)S(=O)(=O)c1cc(NC(=O)CN2C(=O)NC(C)(c3ccccc3)C2=O)ccc1C (stereo not given),i,14.9
CCC(CC)C(=O)Nc1ccc([N+](=O)[O-])cn1,2.3%,20.4
O=C(COc1ccccc1[N+](=O)[O-])N(Cc1cccc(Br)c1)C1CCS(=O)(=O)C1 (stereo not given),1.4%,6.5
COCCOc1ccc(C(F)(F)F)cc1Nc1nc2ccccc2o1,?,.
COc1ccc(C(C)=O)cc1Cn1c(=O)cc(C)[nH]c1=O,?,.
CCOc1cc(C(=O)N2CCN(c3ccc(C(C)=O)cc3)CC2)cc(OCC)c1OCC,?,.
COc1ccccc1-n1c(SCC(=O)N2CCCC2)nnc1-c1ccccc1,10.4%,8.5
CC(OC(=O)CN1C(=O)NC2(CCCC2)C1=O)C(=O)c1ccccc1 (stereo not given),?,.
O=C(O)C1CCC(=O)N(C2CCCCC2)C1c1ccccc1 (stereo not given),-7.0%,-19.1
CCOc1ccc(S(=O)(=O)N(C)c2ccc(OCC(=O)NC3=NCCS3)cc2)cc1,?,.
Cc1nc2oc3ccc(F)cc3c(=O)c2cc1C(=O)NC(C)(C)C,?,.
O=C(NC1CCSC1=O)C1CCCCC1 (stereo not given),14.9%,3.2
CCOC(=O)C1=C(C)Nc2ncnn2C1c1ccc2c(c1)OCO2 (stereo not given),?,.
Cc1cc(NC(=O)c2cc([N+](=O)[O-])cc([N+](=O)[O-])c2)no1,-20.4%,2.4
COCCn1c(SCC(=O)N2CCCCC2)nc2ccccc2c1=O,?,.
Cc1ccc(C2(C)NC(=O)N(CC(=O)NNC(=O)c3ccccc3)C2=O)cc1 (stereo not given),?,.
CC1CCN(S(=O)(=O)c2cc(Cl)ccc2Br)CC1,?,.
C/C(=N/NC(=O)c1ccc2nc[nH]c2c1)c1cccs1,10.5%,9.1
O=C(O)CCC(=O)Nc1ccccc1C(=O)Nc1ccccc1,18.7%,5.5
COc1cc2c(=O)n(Cc3ccccc3)c(=O)n(CC(=O)NCC3CCCO3)c2cc1OC (stereo not given),?,.
COc1ccc(C(C#N)N2CCC(c3ccccc3)=N2)cc1OC (stereo not given),-8.0%,-20.8
CC(=O)Nc1ccc(S(=O)(=O)N2CCSC2c2ccco2)cc1 (stereo not given),?,.
CCOc1ccc(S(=O)(=O)N2CC(=O)Nc3ccccc32)cc1C#N,0.7%,-2.4
CCN(Cc1ccccc1)S(=O)(=O)c1nc2nc(C)c(C)c(C)n2n1,14.8%,18.1
CCC(C(=O)NCc1ccc(C)o1)n1nc(C)c2c(C)n(-c3ccccc3)nc2c1=O (stereo not given),?,.
COc1cccc(NC(=O)CN2C(=O)NC3(CCCC3)C2=O)c1,?,.
O=C(Nc1ccccc1)Nc1nnc(SCc2ccc(Cl)cc2)s1,?,.
CN(C)S(=O)(=O)c1ccc(Cl)c(NC(=O)CN2CCCC2)c1,?,.
CCOC(=O)N1CCN(C(=O)c2cc3c(=O)n(C)c4ccccc4c3n2C)CC1,?,.
CCOc1ccc(N2C(=O)Nc3ccccc3C2(O)C(=O)NCc2ccc3c(c2)OCO3)cc1 (stereo not given),?,.
CCn1c(Cn2nnc(-c3ccccc3)n2)nnc1SCc1ccc(Cl)c(Cl)c1,?,.
Cc1ccc(S(=O)(=O)N2CCOCC2)cc1C(=O)NC1CCCC1,?,.
Oc1cc2ccccc2cc1-c1n[nH]c(=S)o1,1.3%,-16.2
COc1cc(C(c2c(C)[nH][nH]c2=O)c2c(C)[nH][nH]c2=O)cc(Br)c1OC,?,.
COc1cc2c(cc1OC)CN(CC(=O)Nc1ccccc1C(=O)NC1CC1)CC2,?,.
O=C(Nc1ccc(NC(=O)c2ccc3c(c2)OCCO3)cc1)c1ccccc1,i,14.8
CNC(=S)NNC(=O)c1sc2cc(C(F)(F)F)cnc2c1-c1cccnc1,?,.
O=C1CC(=O)C(n2cncn2)C(c2cccc(Cl)c2)C1 (stereo not given),5.0%,-0.1
Cc1ccc2nc(NC(=O)C3CCN(c4ncnc5sc(C)c(C)c45)CC3)sc2c1,?,.
CCN(CC)CCNC(=O)c1ccc(Cl)c(S(=O)(=O)Nc2ccc(Cl)cc2)c1,?,.
CCOCCCn1c(SCc2nc3sc(C(=O)O)c(C)c3c(=O)[nH]2)nnc1-c1ccc(Cl)cc1,-11.1%,-15.9
Cc1nn(C)c(C(=O)NNC(=O)NC2CCCCC2)c1Cl,?,.
CCOc1cc(NC(=S)NCc2ccco2)c(OCC)cc1NC(=O)c1ccco1,i,-14.9
CCOc1cc(C2C3=C(CC(C)(C)CC3=O)N(C)C3=C2C(=O)CC(C)(C)C3)ccc1O,18.7%,4.7

# Next section.
SMILES,Lipid storage S3,Lipid storage S3 cell count max
COc1ccc(OCC(O)CNC(C)c2ccccc2)cc1 (stereo not given),?,.
COc1ccc(NC(=O)c2ccco2)cc1NC(=O)c1c(F)c(F)c(OC)c(F)c1F,?,.
COc1ccc(-n2nc3c(c2NC(=O)COc2ccccc2)CS(=O)(=O)C3)cc1,?,.
COc1ccc(NS(=O)(=O)c2ccc(NS(=O)(=O)c3ccc(SC)cc3)cc2)c(OC)c1,i,.
Cc1ccc(NC(=O)CN2C(=O)S/C(=C\c3cccn3C)C2=O)cc1,?,.
O=C(O)c1ccc(Oc2ccc(S(=O)(=O)c3ccc(C(=O)O)c(C(=O)O)c3)cc2)cc1,?,.
CCOc1ccccc1NC1=NCC(=O)N1Cc1ccc(F)cc1,?,.
CC(C)(C)C(=O)Nc1ccc(-c2nc3ccccc3c(=O)o2)cc1,8.7%,6.5
COc1ccc(NC(=O)c2cc(-c3ccccn3)nc3c(C)cc(C)cc23)c(C)c1,?,.
CCc1ccc(NC(=S)N2CCC(NC(=O)C3CCCCC3)CC2)cc1,?,.
